CF NFkB inh: inhibitors of PAF-induced NF-kB signaling, primary screen, cell-based, GFP fluorescence, uHTS; KKLEB NF-kB-GFP reporter, GFP fluorescence overnight; inhibition, % at 5 µM; hit rate 0.86% among 360,000;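 active = at least 50% inhibition at 5 µM, scaled per plate between neutral and stimulator controls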;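 note: PAF is a Pseudomonas aeruginosa culture filtrate used as stimulus; plate controls were PAF-stimulated DMSO wells for no effect and unstimulated DMSO wells for full effect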
LRH-1 inv ag: LRH-1 (NR5A2) inverse agonists, primary screen, cell-based, luminescence, HEK293T, StAR-luciferase reporter; Nuclear receptor subfamily 5 group A member 2 (Homo sapiens), O00482; AID 602396, 2012; hit rate 0.13% among 360,000; LRH-1 transfected, 24 h; inhibition, % at 3.6 µM;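 active = inhibition above the mean inhibition of all tested compounds plus 3 SD, cut at about 73% in these data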;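 note: 0% = DMSO wells and 100% = reporter-only cells lacking LRH-1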
EBV LMP1 NFkB: EBV LMP1-driven NF-kappaB luciferase reporter inhibitors, primary screen, cell-based, luminescence, single point; LMP1-induced NF-kappaB luciferase reporter cells; inhibition, % at 12.5 µM; hit rate 0.69% among 350,000; AID 504558, 2011; in the data active = inhibition above about 41%;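 note: 0% = neutral control wells and 100% = reference inhibitor control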
TROY signal inh: inhibitors of TROY-driven NF-kB signaling, primary screen, Q293 LMP1-TROYcd cells, NF-kB luciferase, uHTS; Q293 LMP1-TROYcd NF-kB luciferase reporter, 4 h; inhibition, % at 10 µM; hit rate 0.98% among 360,000; AID 1347056, 2019;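 active = compounds whose plate-normalised and pattern-corrected inhibition of the luciferase reporter signal at the single screening dose is 50% or more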
NCOA2 inhibitor: inhibition of GAL4-SRC2 driven luciferase reporter, primary screen, SRC2 inhibitor project, cell-based, luminescence | hit rate 0.17% among 370,000 | HEK293 GAL4-SRC2 luciferase reporter | AID 651957, 2012 | Nuclear receptor coactivator 2 (Homo sapiens), Q15596 | inhibition, % at 9 µM;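 active = inhibition above the mean inhibition of all tested compounds plus 3 SD, set per campaign, cut at about 52% in these data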;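 note: 0% = DMSO treated cells and 100% = cells given Gossypol at 36 µM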
COUP-TFII inh: NR2F2 transcriptional activity inhibitors, primary screen, cell-based, luciferase reporter, HEK293T, luminescence; COUP transcription factor 2 (Homo sapiens), P24468; HEK293T NGFI-A luciferase reporter; inhibition, % at 8.6 µM; hit rate 0.7% among 370,000;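 active = inhibition above a per-plate cutoff, mean inhibition of test wells between control levels plus 3 SD, cut at about 38% in these data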;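 note: cells cotransfected with COUP-TFII expression vector driving the NGFI-A reporter; 0% = median of COUP-TF2 test wells and 100% = reporter-only cells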
SRC3 inh: SRC3 coactivator transcriptional activity inhibitors, primary screen, cell-based, luminescence; Nuclear receptor coactivator 3 (Homo sapiens), Q9Y6Q9; HEK293 GAL4-SRC3 luciferase reporter; inhibition, % at 3.6 µM; hit rate 0.17% among 360,000; AID 588352, 2011;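 active = inhibition above a per-campaign cutoff, the mean of all compounds plus 3 SD, cut at about 60% in these data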;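 note: 0% = DMSO-treated cells and 100% = gossypol-treated cells at 36 µM; higher means less SRC3-driven luciferase light from the GAL4 reporter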
SRC1 inh: SRC1 coactivator transcriptional activity inhibitors, primary screen, cell-based, luminescence | HEK293 GAL4-SRC1 luciferase reporter | inhibition, % at 3.6 µM | hit rate 0.12% among 360,000;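 active = inhibition above the campaign mean plus 3 SD, with each screening campaign given its own cutoff, cut at about 60% in these data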;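 note: 0% = DMSO treated cells and 100% = gossypol at 36 µM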
Target sequence (Q15788 whole entry, looked up, the tested form may be a part): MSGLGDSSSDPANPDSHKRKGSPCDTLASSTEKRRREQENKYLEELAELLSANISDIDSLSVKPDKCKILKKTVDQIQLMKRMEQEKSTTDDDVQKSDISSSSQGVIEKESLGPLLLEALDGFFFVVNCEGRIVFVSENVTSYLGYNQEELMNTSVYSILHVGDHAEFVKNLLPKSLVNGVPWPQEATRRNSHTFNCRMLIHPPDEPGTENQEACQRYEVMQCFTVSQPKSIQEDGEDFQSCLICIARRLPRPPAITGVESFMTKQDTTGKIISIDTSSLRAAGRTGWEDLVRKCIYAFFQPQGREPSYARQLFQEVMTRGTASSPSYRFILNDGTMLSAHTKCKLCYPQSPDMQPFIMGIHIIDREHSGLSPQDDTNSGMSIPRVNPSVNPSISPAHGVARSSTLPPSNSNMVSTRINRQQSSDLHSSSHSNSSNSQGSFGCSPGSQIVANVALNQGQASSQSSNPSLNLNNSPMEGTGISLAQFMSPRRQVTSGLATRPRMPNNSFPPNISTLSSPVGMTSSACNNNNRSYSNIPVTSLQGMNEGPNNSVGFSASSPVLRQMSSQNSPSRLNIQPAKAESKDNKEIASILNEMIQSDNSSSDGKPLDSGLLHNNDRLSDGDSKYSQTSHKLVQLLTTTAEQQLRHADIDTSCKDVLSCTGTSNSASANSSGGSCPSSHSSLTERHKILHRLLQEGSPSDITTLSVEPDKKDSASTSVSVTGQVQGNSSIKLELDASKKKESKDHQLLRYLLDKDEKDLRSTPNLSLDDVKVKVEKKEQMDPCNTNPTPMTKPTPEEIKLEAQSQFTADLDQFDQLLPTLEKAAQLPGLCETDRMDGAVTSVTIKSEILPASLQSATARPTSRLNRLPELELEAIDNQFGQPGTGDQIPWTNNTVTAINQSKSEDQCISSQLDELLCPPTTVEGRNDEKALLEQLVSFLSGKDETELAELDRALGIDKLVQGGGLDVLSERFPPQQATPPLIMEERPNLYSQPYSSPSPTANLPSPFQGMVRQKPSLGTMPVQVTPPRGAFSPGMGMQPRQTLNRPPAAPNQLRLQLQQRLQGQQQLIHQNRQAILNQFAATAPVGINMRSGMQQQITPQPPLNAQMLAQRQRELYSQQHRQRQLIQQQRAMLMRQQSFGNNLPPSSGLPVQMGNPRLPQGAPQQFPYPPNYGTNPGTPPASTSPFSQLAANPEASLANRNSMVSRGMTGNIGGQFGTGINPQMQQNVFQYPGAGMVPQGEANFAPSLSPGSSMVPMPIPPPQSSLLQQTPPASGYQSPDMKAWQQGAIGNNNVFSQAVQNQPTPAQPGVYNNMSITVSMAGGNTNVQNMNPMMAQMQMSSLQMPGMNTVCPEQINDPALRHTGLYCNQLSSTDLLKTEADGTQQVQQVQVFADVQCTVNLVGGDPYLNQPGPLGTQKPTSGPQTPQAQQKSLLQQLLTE
TWEAK-Fn14 inh: inhibitors of TWEAK-Fn14 signaling, primary screen, luciferase reporter cells, uHTS; TWEAK-stimulated Fn14 reporter cells, luciferase luminescence, 8 h; hit rate 2% among 360,000; inhibition, % at 10 µM; in the data active = inhibition above about 50%
C8 TRAIL sens: viability loss with TRAIL in NB7+C8 cells, primary screen, TRAIL sensitizer project, cell-based, ATPlite luminescence; inhibition (viability loss, TRAIL sensitization), % at 10 µM; hit rate 1% among 360,000; AID 624354, 2012;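 active = compounds causing at least 50% loss of cell viability in the single-dose screen, relative to plate controls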
KKLEB tox: cytotoxicity in KKLEB CF airway cells, primary screen, cytotoxicity control for CF NF-kB inhibitor project, cell-based, uHTS, fluorescence assay plates | KKLEB CF airway cells viability, ATPlite luminescence, overnight; active compounds read low; cells stimulated with P. aeruginosa culture filtrate | activity change (cytotoxicity), % at 5 µM | hit rate 0.36% among 360,000 | AID 602141, 2011;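 active = corrected activity change at or below -50% at 5 µM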
Starred values were filed as active, the others as inactive. Outcome played no part in choosing rows; about 4.2% have a hit in one of these screens.

mol,CF NFkB inh,LRH-1 inv ag,EBV LMP1 NFkB,TROY signal inh,NCOA2 inhibitor,COUP-TFII inh,SRC3 inh,SRC1 inh,TWEAK-Fn14 inh,C8 TRAIL sens,KKLEB tox
CCOC(=O)/C(C#N)=C/c1ccc(OCC(=O)Nc2ccccc2)c(OC)c1,6,-76,-22,4,-23,-19,-67,-74,-2,4,-16
Cc1ccc(NC(=O)CSc2nc(N)c(-c3ccccc3)c(=O)[nH]2)cc1Cl,-16,15,0,6,-23,-11,5,-30,-13,0,2
Cc1c(Br)c([N+](=O)[O-])nn1CC(=O)NCc1cccnc1,0,7,-1,6,-6,2,13,4,-7,-24,3
Cc1ccc(NC(=O)CN(c2ccccc2)S(=O)(=O)N(C)C)cc1,-4,12,-1,12,-12,13,20,1,6,-7,0
CCCn1c(SCC(=O)N2CCN(CC)CC2)nc2c1c(=O)n(C)c(=O)n2C,-6,-3,-8,-14,-27,-12,12,-63,-3,-3,4
Cc1noc(C)c1NC(=O)N(C)C[C@H]1Oc2ccc(NC(=O)C3CCCCC3)cc2C(=O)N([C@H](C)CO)C[C@@H]1C,-25,8,-8,2,2,-8,8,16,5,-5,29
CC(=O)Nc1nnc(SCC(=O)Nc2ccc3c(c2)OCCO3)s1,-15,0,4,-8,16,-12,-5,-3,-7,-7,-2
Cc1ccc(NC(=O)COC(=O)Cc2ccccc2)cc1S(=O)(=O)N1CCOCC1,-2,2,6,-12,2,-7,-1,-1,9,23,14
Cc1cc(SCCC(=O)O)nc2ccccc12,-8,6,-6,12,-14,6,2,-47,-8,-7,-3
CC1=NNC(=O)C1CCC(=O)N/N=C(\C)c1ccccc1 (centres undefined),-24,11,-1,8,-48,-13,9,-5,5,1,10
S=C1NC2=C(C(c3ccc(Br)cc3)N1)N1CCC2CC1 (centres undefined),2,0,-1,39,-16,7,12,3,-11,-9,-11
O=C(Nn1cnc2ccccc2c1=O)c1ccc(Cl)c([N+](=O)[O-])c1,-12,11,0,-23,1,3,-12,9,12,-6,5
COc1ccc(S(=O)(=O)N2CC(O)C[C@H]2C(=O)OCC(=O)N2CCCCCC2)cc1 (some centres undefined),-2,3,0,0,-24,-16,3,-5,15,-8,6
Cc1ccc(Cn2cc(/C=N/Nc3ccc([N+](=O)[O-])cn3)c3ccccc32)cc1,-13,-21,-35,-2,-9,-7,-15,-48,-22,9,3
COc1ccc(C(=O)NCC(=O)NCC(=O)OCC(=O)C(C)(C)C)cc1,2,10,-6,6,12,10,8,-11,6,-7,14
CCCCCC(=O)Nc1ccc2oc(-c3cncc(Br)c3)nc2c1,11,-39,-10,-55,-52,-39,-23,-28,-25,15,-8
Cc1cccc(C(=O)NCc2nnc(SCC(=O)Nc3nncs3)n2C)c1,3,-4,6,-9,-9,-11,12,5,11,2,8
O=C(COC(=O)c1n[nH]c(=O)c2ccccc12)c1ccccc1,3,21,-18,8,-1,3,22,-6,-2,11,3
C[C@H](CO)N1C[C@H](C)[C@@H](CN(C)S(=O)(=O)c2ccc(Cl)cc2)OCc2cnnn2CCCC1=O,-4,1,-14,0,13,-10,-1,10,17,8,-12
c1ccc(-c2cnnc(-c3ccccn3)n2)cc1,-34,-84,-6,-54,-37,-24,-79,-95,-12,3,-2
CCOC(=O)c1cccc(NC(=O)CCNS(=O)(=O)c2ccc3c(c2)CCN3C(=O)CC)c1,5,1,-17,0,-25,-3,5,-3,19,2,-5
CCOC(=O)C1=C(c2ccccc2)NC(SCC(=O)Nc2cccc(C)c2)=C(C#N)C1c1ccco1 (centres undefined),15,7,6,16,0,-3,10,3,39,4,-3
CCCCNC(=O)NC12CC3CC(CC(C3)C1)C2,-20,-16,-1,-3,3,-1,-3,3,1,-2,10
CC(=O)Nc1ccc(S(=O)(=O)N2CCN(CC3CC4C=CC3C4)CC2)cc1 (centres undefined),10,6,-20,18,15,-3,6,2,2,7,-11
Cc1ccc(S(=O)(=O)NC(=O)NC(C)c2ccc(F)cc2)cc1 (centres undefined),3,6,1,9,3,-8,-3,-8,3,2,21
O=c1c2ccccc2c(C=NCCCN2CCOCC2)c(O)n1Cc1ccc2c(c1)OCO2,-21,5,2,3,-9,-25,0,6,8,7,8
CCCCCOC(=O)c1cc(=O)[nH]c2ccccc12,11,-23,-9,-4,-57,4,-5,-46,-10,-6,-13
c1cc(CCCc2ccncc2)ccn1,-1,1,-1,-18,-7,-16,5,-2,-6,1,24
Cc1cccc(/C=N\NC(=O)c2csnn2)c1,-5,-104,-11,0,-89,-42,-65,-96,23,0,13
CC(C)N1CCN(Cc2cccc(-n3cccn3)c2)CC1CCO (centres undefined),-3,-5,4,-10,-25,-30,7,6,3,-1,-6
CCOC(=O)N1CCN(C(=O)c2c(-c3c(Cl)cccc3Cl)noc2C)CC1,-7,-12,-6,8,-7,21,3,6,-2,-7,7
CCCCn1c(=S)[nH]c2cc(S(=O)(=O)N3CCCCC3)ccc21,5,12,-8,15,8,6,8,-19,7,-5,4
O=C(CSc1ncccn1)NCc1ccc2c(c1)OCO2,14,-7,-7,-11,-28,-12,-27,-35,-2,2,1
Cc1nnc(SCc2ccccc2C#N)n1-c1ccccc1,7,6,3,5,6,9,-11,6,8,2,-4
CCCS(=O)(=O)N1CCN(Cc2ccco2)CC1,4,-10,-5,-3,-34,-6,-6,-19,4,11,-7
COc1ccc(-c2noc(CCC(=O)N3CCN(c4ccc(C(F)(F)F)cc4)CC3)n2)cc1,17,15,-6,2,-18,6,7,7,5,10,-2
Cc1cccc(CC(Cc2nc3ccccc3[nH]2)c2nc3ccccc3[nH]2)c1 (centres undefined),-6,11,2,43,-7,13,14,-9,-7,18,0
Cc1c(NS(=O)(=O)c2ccc(N=NN(C)C)cc2)c(=O)n(-c2ccccc2)n1C,11,0,-24,-6,-30,-2,2,-14,6,9,4
COc1ccc(C(=O)NCCc2nnc(SCC(=O)Nc3ccc(Br)cc3)n2C)cc1,9,-5,-25,-30,-13,-14,-14,-14,1,4,-26
C[C@H](C(=O)NCc1ccccc1)C(=O)c1ccccc1,-5,17,-1,-7,-9,-5,11,-5,14,-19,8
CC(=O)Nc1cccc2c1OCCO2,18,8,0,8,14,-1,-26,-6,1,-7,-5
c1ccc(NC2=NCCN2CC2CCCC2)cc1,11,19,-8,-3,-3,-6,-16,-40,-12,-8,8
Cc1ccc(OCC(O)CN2CCN(Cc3ccc4c(c3)OCO4)CC2)cc1C (centres undefined),6,6,-3,-13,5,13,7,7,-18,7,1
O=C(NCc1ccc(Cl)cc1)c1noc2c1CCCCC2,1,-39,-5,-67,-5,-6,-25,-32,-38,26,3
Cc1ccc(Nc2nnc(-c3ccccc3N)o2)cc1C,10,-118,-36,-63,-50,-33,-57,-99,-9,3,-14
O=C(NCCc1ccco1)c1nn(Cc2ccccc2)c(=O)c2ccccc12,-4,-4,-3,0,-6,10,-29,-7,21,-12,0
CC(C)Cc1csc(NC(=O)c2ccc(Br)cc2)c1C(=O)O,0,15,-3,-37,-15,12,14,10,1,-10,-5
COc1cc(OC)c(C2N(c3ccc(Cl)cc3)C(=O)C3CCCN32)cc1OC (centres undefined),-3,23,1,-7,-14,-5,21,18,6,5,11
Cc1ccccc1OCc1nc2ccc(S(=O)(=O)N3CCOCC3)cc2[nH]1,10,-6,5,15,-5,-1,12,-1,0,4,8
O=C(CSc1nccc(=O)[nH]1)Nc1ccc(F)c(Cl)c1,-6,11,-3,-4,6,-1,13,1,14,-3,11
COc1ccc(S(=O)(=O)N2CCC(C(=O)NCCC(=O)NCc3ccncc3)CC2)cc1,-12,7,3,9,-22,2,4,-1,-8,-14,-4
COC(=O)Nc1nnc(/C=C/c2ccc(OC)cc2)s1,19,-85,-14,-50,-65,-22,-38,-35,-49,23,-1
COc1cc2oc3ccccc3c2cc1N(CC(=O)N(C)C)S(=O)(=O)c1ccc(C)cc1,0,-5,-4,19,-18,-15,-7,1,2,-17,4
COc1ccc(NC(=O)Cc2nnc(SCC(=O)c3ccc(F)cc3)n2C)cc1,-5,17,-5,0,-12,-6,-2,5,36,-7,-7
COc1ccc(CC(=O)NCc2ccccc2Cl)cc1S(=O)(=O)N1CCOCC1,4,-9,-10,-9,2,11,0,6,20,-10,-5
CCCn1c(=O)n(C)c(=O)c2c(SCC(=O)NC34CC5CC(CC(C5)C3)C4)nc(CC(C)C)nc21,14,-2,-39,-4,-13,-3,-1,1,0,3,-11

A second format for 6 compounds above.
Sequence of screens – CF NFkB inh, LRH-1 inv ag, EBV LMP1 NFkB, TROY signal inh, NCOA2 inhibitor, COUP-TFII inh, SRC3 inh, SRC1 inh, TWEAK-Fn14 inh, C8 TRAIL sens, KKLEB tox
C[C@H](C(=O)NCc1ccccc1)C(=O)c1ccccc1
 : -5, 17, -1, -7, -9, -5, 11, -5, 14, -19, 8
COC(=O)Nc1nnc(/C=C/c2ccc(OC)cc2)s1
 : 19, -85, -14, -50, -65, -22, -38, -35, -49, 23, -1
Cc1cccc(CC(Cc2nc3ccccc3[nH]2)c2nc3ccccc3[nH]2)c1 (centres undefined)
 : -6, 11, 2, 43, -7, 13, 14, -9, -7, 18, 0
COc1ccc(NC(=O)Cc2nnc(SCC(=O)c3ccc(F)cc3)n2C)cc1
 : -5, 17, -5, 0, -12, -6, -2, 5, 36, -7, -7
CCCCn1c(=S)[nH]c2cc(S(=O)(=O)N3CCCCC3)ccc21
 : 5, 12, -8, 15, 8, 6, 8, -19, 7, -5, 4
CC(=O)Nc1cccc2c1OCCO2
 : 18, 8, 0, 8, 14, -1, -26, -6, 1, -7, -5

Screens (PubChem)
